# Compound activity as filed in PubChem BioAssay.
# MRP-1 activ = MRP-1 activation. H69AR cells + doxorubicin, viability rescue, CellTiter-Glo. viability increase, % at 10 µM. actives 0.61% (n = 140,000). AID 799;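 active = viability gain under doxorubicin at or above a set limit, the compound median plus 3 SD, cut at about 4.7% in these data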;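 note: MRP-1 overexpressing cells given doxorubicin 25 µM after compound pretreatment; 18-22 h compound pretreatment then 72 h with doxorubicin before readout; 0% = doxorubicin-only wells and 100% = vehicle-treated cells without doxorubicin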
# NPY Y2 blocker = blocks the human neuropeptide Y Y2 receptor | inhibition, % at 2.7 µM | P49146 | NPY-Y2 expressing cells, antagonist mode | AID 793 | actives 0.99% (n = 140,000); in the data active = inhibition above about 17%;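 note: 0% = vehicle with agonist challenge and 100% = reference antagonist with challenge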
# Target sequence (P49146 whole entry, looked up): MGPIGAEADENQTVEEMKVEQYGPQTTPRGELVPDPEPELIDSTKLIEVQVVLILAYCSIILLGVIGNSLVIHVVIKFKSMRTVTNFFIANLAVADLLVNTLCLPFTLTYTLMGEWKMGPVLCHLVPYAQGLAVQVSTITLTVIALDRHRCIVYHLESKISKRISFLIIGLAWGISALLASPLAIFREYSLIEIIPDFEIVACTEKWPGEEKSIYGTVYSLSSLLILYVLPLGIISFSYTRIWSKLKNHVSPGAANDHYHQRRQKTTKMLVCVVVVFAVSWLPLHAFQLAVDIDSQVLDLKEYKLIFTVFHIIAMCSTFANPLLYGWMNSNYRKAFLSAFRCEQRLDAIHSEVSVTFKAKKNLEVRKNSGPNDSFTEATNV
# bCat KO growth = beta-catenin-lacking colon tumor cell growth suppression; HCT116 beta-catenin knockout viability, CellTiter-Glo, 60 h; hits give low values; viability, % at 10 µM; actives 1.5% (n = 140,000); AID 818;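 active = viability at or under a set limit, the compound median less 4 SD, cut at about 6% in these data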;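 note: 0% = Hyamine 1622 control at 20 µM and 100% = untreated cell control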
# Yeast lifespan up = extends the lifespan of yeast. actives 0.68% (n = 130,000). S. cerevisiae growth with nicotinamide, OD615; deaD strain in restrictive glucose medium. inhibition of the nicotinamide effect, % at 10 µM;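 active = inhibition above a set limit, placed 3 SD over the median of all compounds, cut at about 26% in these data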;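 note: 0% = nicotinamide-treated wells and 100% = cells grown without nicotinamide; some compounds called inactive have numbers as strong as hits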
#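 System: DeaD-strain S. cerevisiae / Buffer or medium: CSMM-D, restrictive glucose (dextrose) synthetic minimal medium / Probe or stimulus: nicotinamide, 1.5 mM, co-present with compound / Compound: one concentration, 10 µM, DMSO 0.25% / Incubation: 48 h compound exposure at 30 °C, humidified / Technique: optical density (absorbance) at 615 nm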
# HCT116 PTEN-null = growth suppressors of cells with PTEN tumor suppressor deletion. HCT116 PTEN-null viability, CellTiter-Glo, 60 h; hits give low values. viability, % at 10 µM. actives 1.2% (n = 140,000);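 active = viability at or below a set limit, 4 SD under the median of all tested compounds, cut at about 3.7% in these data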;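 note: PTEN knockout HCT116 line with beta catenin targeted HCT116 as companion control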
# Phagocytosis inh = macrophage phagocytosis inhibition; J774A.1 macrophage IgG-bead phagocytosis, imaging; actives 0.07% (n = 110,000); inhibition, % at 5 µM;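 active = inhibition above the mean of the plate negative controls plus 5 SD, cut at about 13% in these data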;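 note: phagocytic index as fraction of beads internalized from green versus red external bead signal; plate controls were DMSO negative control for no effect and cytochalasin-D positive control for full effect; some results beyond the cut were filed as inactive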
# Measles CPE = protection of cells from measles virus; Measles virus-infected cells, CPE protection, absorbance; protection (pct of control), % at 4 µM; actives 1.5% (n = 140,000); AID 841; in the data active = protection mostly above about 24%, no sharp cut-off; inactive = mostly below about 26%; note: some compounds called inactive have numbers as strong as hits
# BB579 growth dn = reduces growth of yeast BB579 in restrictive medium. S. cerevisiae BB579 growth, OD615, 48 h. AID 804. inhibition, % at 10 µM. actives 0.51% (n = 140,000);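 active = inhibition above a set limit, 3 SD over the mean compound inhibition, cut at about 44% in these data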; note: inactives centre near -24
#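 Detection: OD615 turbidity measurement; Material: Saccharomyces cerevisiae DeaD strain BB579, replicative lifespan model yeast; Timing: 48 h exposure, 30 °C; Doses: single 10 µM dose; Medium: CSMM-D restrictive synthetic medium containing dextrose (glucose); Controls: amphotericin B at 10 µg/mL as positive control.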
# GALR2 antag = antagonists of human galanin receptor 2 (GALR2); O43603; GALR2-expressing cells, antagonist mode; inhibition, % at 4 µM; actives 0.39% (n = 140,000); AID 828; in the data active = inhibition above about 27%;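 note: cells stimulated with galanin 1-16 at roughly its EC80; 0% = agonist challenge control and 100% = basal control without agonist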
# Target sequence (O43603 whole entry, looked up): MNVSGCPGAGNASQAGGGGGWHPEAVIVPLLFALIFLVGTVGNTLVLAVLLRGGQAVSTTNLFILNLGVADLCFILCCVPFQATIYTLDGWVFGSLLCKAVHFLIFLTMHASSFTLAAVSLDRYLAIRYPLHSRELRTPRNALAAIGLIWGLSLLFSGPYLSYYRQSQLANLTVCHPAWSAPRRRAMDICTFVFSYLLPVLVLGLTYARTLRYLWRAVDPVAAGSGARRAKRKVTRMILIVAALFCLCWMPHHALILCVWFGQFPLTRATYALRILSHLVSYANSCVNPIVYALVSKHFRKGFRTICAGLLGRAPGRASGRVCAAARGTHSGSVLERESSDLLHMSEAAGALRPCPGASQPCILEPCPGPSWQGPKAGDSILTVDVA
# E-sel TNF inh = TNF alpha driven E-selectin expression inhibition. HUVEC TNFa-induced E-selectin immunofluorescence, high content. inhibition, % at 2 µM. actives 0.71% (n = 120,000);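 active = inhibition above the batch mean plus 3 SD, and confirmed as a hit on visual image review, cut at about 43% in these data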;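 note: 0% = TNF-stimulated DMSO wells and 100% = unstimulated control wells; not every result past the cut was called active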
# * marks the source's active call; other numbers are inactive results; · = not tested or not shown.
SMILES	MRP-1 activ	NPY Y2 blocker	bCat KO growth	Yeast lifespan up	HCT116 PTEN-null	Phagocytosis inh	Measles CPE	BB579 growth dn	GALR2 antag	E-sel TNF inh
CC1Cc2ccccc2N1C(=O)COc1nc2ccccc2nc1N1CCOCC1 (stereo unspecified)	-0.8	-1	72	5	72	-1	12	-71	-8	-34
C/C(=N\O)C(=O)NCCN1CCCCC1	0.9	1	99	12	92	-1	9	-36	-4	-14
CSc1nncn1/N=C/c1ccc2c(c1)OCO2	0.1	2	105	-24	107	·	-1	-78	6	·
COc1ccc2[nH]c(=O)c(CN(Cc3ccc4c(c3)OCO4)C(C)=O)cc2c1	0.0	-3	102	0	93	-1	17	-9	-3	0
Cc1onc(-c2ccccc2Cl)c1C(=O)Nc1ccc(N2CCOCC2)cc1	-3.9	-1	91	-4	85	·	3	-24	-9	18
COc1ccc(-c2csc(C3=C(O)CN(Cc4ccc(S(N)(=O)=O)cc4)C3=N)n2)cc1OC	0.0	0	102	43	114	-3	5	-33	15	12
O=C(NCC1CCCO1)c1nnc(Cc2ccc(F)cc2)o1 (stereo unspecified)	-0.6	1	99	2	102	·	6	5	4	-16
CCOC(=O)C1CCN(C(=O)C2c3ccccc3C(=O)N(C)C2c2ccc(OC)cc2)CC1 (stereo unspecified)	-3.3	0	97	-7	101	-4	13	10	-1	15
Cc1ccc(C(=O)CC(C(=O)O)c2cn(CCC#N)c3ccccc23)cc1 (stereo unspecified)	-1.8	9	107	-11	123	0	4	-15	10	2
CC1CCN(c2ccc(C(=O)O)cc2NS(=O)(=O)c2ccc(Br)cc2)CC1	-2.9	1	88	14	92	-4	6	-16	-7	4
CCOC(=O)N1CCN(C(=O)c2cn(CCOC)c(=O)c3c2c2ccccc2n3C)CC1	-4.3	0	81	-17	97	0	9	-23	-15	-27
CCN1CCC(=NNC(=O)CC23CC4CC(CC(C4)C2)C3)CC1	-2.9	3	89	-4	96	2	8	-7	-2	-8
O=C(CN1C2CCCC1CC(NC(=O)c1ccccc1)C2)Nc1nccs1 (stereo unspecified)	-2.8	1	106	·	92	·	9	-28	-12	6
CCCCOc1ccc(CNC(=O)NS(=O)(=O)c2ccc(OCC(C)C)cc2)cc1	0.2	5	95	-5	110	0	18	-8	10	9
Cc1cc2occ(CC(=O)Nc3nnc(C4CC4)s3)c2cc1C	-1.2	1	98	-1	94	3	3	-31	5	-15
CC(=O)NNC1=Nc2ccccc2N(C)C(C)C1 (stereo unspecified)	-0.7	-1	99	7	89	-5	15	-47	3	·
Cc1ccc(CNC(=O)CSCC(=O)O)cc1	-0.5	4	100	-2	95	0	4	-8	4	-2
CC(SCc1ccccc1)C(=O)N/N=C/c1cc2c(cc1Br)OCO2 (stereo unspecified)	0.4	11	89	-4	84	0	6	-41	-9	-43
O=C(NCCN1CCOCC1)c1ccc2c(c1)N(Cc1ccccc1)CCS2	-3.0	5	96	-12	99	0	31	19	-13	15
Cc1nc(S(=O)(=O)N(C)Cc2ccccc2)c(C#N)c(C)c1Cl	-2.3	1	97	-5	97	·	5	-12	-3	-7
COc1ccc(NC(=O)C2(c3ccc(NC(=O)c4ccc(OC)c(OC)c4)cc3)CCCC2)cc1	-1.7	2	83	1	95	·	2	-47	8	28
COC(=O)c1ccccc1NC(=O)CN1C(=O)C2CCCN2c2ncc(Cl)cc21 (stereo unspecified)	-1.1	7	84	4	87	1	7	-32	10	24
Cc1ccc(NC(=O)c2cc3ccccc3o2)cc1S(=O)(=O)N(C)C	1.1	3	103	-15	93	0	11	-9	11	-14
Cc1cccc(OCC(=O)Nc2ccccc2N2CCN(C(=O)C(C)C)CC2)c1C	-1.3	4	81	-5	88	-5	3	-30	1	10
CCOC(=O)C1CCCN(C(=O)c2cc(=O)c3ccccc3o2)C1 (stereo unspecified)	-0.8	1	99	-9	105	-2	3	-78	0	-1
CSc1cc(C)n(-c2ccc(Cl)cc2)c(=S)c1C(C)=O	-2.2	1	88	-7	92	0	2	-33	1	10
COCCn1c(=N)c(C(=O)NCCc2ccc(OC)cc2)cc2c(=O)n3cccc(C)c3nc21	-5.5	2	23	-25	19	-1	10	-36	2	-15
CCN(CC)c1ccc(NC(=O)c2cccc(OC)c2)c(C)c1	-3.5	4	20	-12	23	0	1	-19	3	-11
Cn1c(NC(=O)c2ccccc2)cc(=O)n(C)c1=O	-0.8	1	86	1	95	0	2	-26	12	·
CCOC(=O)c1c(NC2OC(=O)c3c2ccc(OC)c3OC)sc(C(=O)OC(C)(C)C)c1C (stereo unspecified)	-2.7	4	94	-5	98	·	17	14	7	·
COc1ccc(C(=O)/C=C/c2ccccc2C(F)(F)F)cc1	-2.0	10	13	-13	14	0	12	-42	1	-3
CCC(CC)c1nnc(NC(=O)c2ccc(S(=O)(=O)N3CCc4ccccc4C3)cc2)s1	-2.1	6	66	2	80	-3	18	-24	7	12
CCOc1cc(/C=N/N=C(\N)c2nonc2N)cc(Br)c1OCc1cccc2ccccc12	-3.2	3	23	-4	10	0	7	-80	-6	10
Cc1c2cccn2cc[n+]1C	-1.2	0	95	16	102	0	9	-32	-2	-8
CCOC(=O)C(NC(C)=O)(Nc1cccc(F)c1)C(F)(F)F (stereo unspecified)	-1.4	0	95	22	104	-1	11	-48	-6	10
CCOC(=O)CCCCNCc1ccccc1	-2.9	2	93	-6	109	·	6	-11	11	4
CCOc1cc(C)nc(N2CCCC(C(=O)NCc3ccccc3F)C2)n1 (stereo unspecified)	-2.5	4	95	-7	93	·	19	-15	3	19
N#Cc1ccc(-c2cccnc2)nc1SCc1ccc(Cl)cc1Cl	-4.2	16	68	0	68	-2	5	-35	-9	-22
Cn1cccc1Cc1nnc(SCC(=O)NCc2ccc3c(c2)OCO3)n1CCc1ccccc1	-4.5	-1	84	-10	86	-1	5	-19	13	6
CCN(c1ccc(NC(=O)CN2C(=O)NC3(CCOc4ccccc43)C2=O)cc1)C(C)C (stereo unspecified)	0.1	0	85	-7	96	0	16	-6	5	-11
COc1ccc(NC(=O)Cn2nnc(C(=O)NCc3ccco3)c2N)c(OC)c1	-4.8	4	101	-11	93	0	14	-12	-1	12
CCOC(=O)C1CCN(c2nc3ccccc3nc2C(C#N)C(=O)OCCOC)CC1 (stereo unspecified)	-2.3	3	49	-5	44	-2	16	-33	15	2
CCCc1nc2ccc(NC(=O)NCCC(=O)OCC)cc2c(=O)n1Cc1ccc(Cl)cc1	1.1	8	86	·	84	·	3	5	-2	-6
C=CCn1c(-c2ccc(Cl)cc2)c[nH]c1=S	-0.1	1	99	-8	90	0	16	-25	12	-43
O=C(CNS(=O)(=O)c1ccc(Br)cc1)N1CCN(c2ccc(F)cc2)CC1	-3.6	0	88	·	82	·	9	-30	1	-20
Nc1nc(NCc2ccco2)nn1-c1ccccc1	-0.4	2	90	·	94	-1	21	-6	-8	13
Cc1ccc(C)c(C(=O)COC(=O)c2cc(Cl)nc3ccccc23)c1	-0.8	9	78	3	93	-8	5	-54	9	·
COc1cccc(OCCNc2cc(N3CCOCC3)ccc2[N+](=O)[O-])c1	-1.2	1	62	0	60	-18	11	-42	8	·
O=C(O)CCN(CCC(=O)O)c1ccccc1	-0.6	1	88	-2	106	-2	3	-23	-11	19
COCCCn1c(-c2ccc(Cl)cc2)n[nH]c1=S	-1.0	2	106	0	103	0	25	-36	3	5
Cc1ccc(C(=O)N2CCN(S(C)(=O)=O)C2)cc1	-1.2	0	108	-5	98	0	5	12	-1	5
CN1CCN(S(=O)(=O)c2ccc(-c3noc(C4CCN(S(C)(=O)=O)CC4)n3)cc2)CC1	1.6	1	90	-7	98	-3	36	-17	11	-6
COc1ccc(S(=O)(=O)N(C)CC(=O)NCCC2=CCCCC2)cc1OC	-0.5	4	92	2	88	·	5	-37	-4	6
C=C(C)CSc1nnc(-c2cccc(S(=O)(=O)N(C)C)c2)n1-c1cc(OC)ccc1OC	-1.1	15	80	0	83	0	7	-61	-16	·
O=C(CC1N=C2c3ccccc3N=C(SCc3ccc(Cl)cc3)N2C1=O)NCc1ccco1 (stereo unspecified)	0.2	3	86	-9	97	-5	2	-64	-25	·
CC(C)NC(=O)CSc1nc(-c2cccs2)cc(-c2ccccc2)c1C#N	-7.4	5	54	·	35	·	5	-65	22	-3

# Remaining list, next part.
SMILES	MRP-1 activ	NPY Y2 blocker	bCat KO growth	Yeast lifespan up	HCT116 PTEN-null	Phagocytosis inh	Measles CPE	BB579 growth dn	GALR2 antag	E-sel TNF inh
CCOc1ccc(N(CC(=O)Nc2cccc(F)c2)S(=O)(=O)c2c(C)noc2C)cc1	-2.9	2	64	-12	66	1	7	32	-11	·
O=c1oc2ccc3ccccc3c2cc1-c1nnc(-c2ccccc2)o1	-2.7	1	42	-25	37	-1	30	-33	-1	0
COCCn1c(=NC(=O)c2ccc3c(c2)OCO3)c(C#N)cc2c(=O)n3cccc(C)c3nc21	-2.9	2	96	-4	73	-1	9	-34	-4	-7
N#C/C(=C1\CCCN1)c1nc2ccccc2c(=O)[nH]1	-0.7	4	94	-9	91	-2	14	-22	8	·
CC(Oc1ccc(Cl)cc1Cl)C(=O)Nc1ccc2oc(-c3ccncc3)nc2c1 (stereo unspecified)	1.6	3	32	-11	41	-1	5	-35	14	-17
Cc1ccc(C2C(C#N)=C(N)N(N(C)C)C3=C2C(=O)CCC3)cc1 (stereo unspecified)	-1.8	3	97	-2	106	-7	4	-17	-3	·
N#C/C(=C/c1ccc(CNS(=O)(=O)c2ccccc2)o1)C(=O)NCc1ccccc1	-1.7	2	100	-2	96	-7	6	-38	-5	·
O=C(c1sc2cc(F)ccc2c1Cl)N1CCN(c2cccc(Cl)c2)CC1	-1.1	14	98	-3	97	-8	9	-27	-2	15
O=C(NCCc1nc2ccccc2[nH]1)/C(=C/c1ccco1)NC(=O)c1ccc(Br)o1	-2.0	4	87	0	99	-13	7	4	-3	·
O=C(Nc1nnc(C(F)(F)F)s1)c1cccnc1	-1.1	2	92	1	85	·	5	-12	3	-2
O=C(CCc1nc2ccccc2s1)OCC(=O)c1ccccc1	0.5	8	89	-3	98	0	31	-43	0	-10
N#Cc1ccc(-c2ccc3c(c2)OCO3)nc1SCC(=O)OCc1ccccc1	-3.4	17	85	-1	92	-2	4	-46	-6	5
CC(=O)NCCN=C(C)c1sc2ccccc2c1O	-0.9	0	85	-2	98	0	32	-27	9	17
